# High-throughput results deposited in PubChem by National Center for Advancing Translational Sciences (NCATS).
# TRPV1 ag: HTS Assay for Compounds that Act as Agonists of the Vanilloid Receptor 1; activation, % at 8.33 µM; AID 540275, 2011; TRPV1-expressing cells, Fluo-8 calcium influx, agonist mode; actives 0.19% (n = 320,000); in the data active = activation above about 80%; inconclusive = between about 30% and that limit; also: 0% is about no effect
#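 Fluo-8 calcium influx in TRPV1-expressing cells, kinetic read (ex 480/em 520 nm). Compound added and read 3 min for agonist activity, followed by capsaicin at EC20 final and 2 min further read for enhancement.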
# B2AR arrestin: qHTS assay of beta-arrestin-biased ligands of beta2-adrenergic receptor; Beta-2 adrenergic receptor (Homo sapiens), P07550; beta-arrestin recruitment to beta2AR, cell-based reporter; Potency, µM (doses to about 46.1 µM), for the others: at the top dose activation, usual class: activators; actives 0.02% (n = 330,000); AID 492947, 2010;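 also: potency is read from the fitted curve at half-maximal effect; 0% = DMSO controls and full agonism = EC100 isoproterenol or metaproterenol; nearly all actives have a fitted effect of over 65% in size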
# KCNH2 3.1 block: qHTS for Inhibitors of KCHN2 3.1: Mutant qHTS; activity change, % (tested at about 1.8 µM); AID 720553, 2013; actives 0.95% (n = 340,000); U2OS KCNH2 3.1, thallium flux FluxOr; hits give low values;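 active = maximum activity change below -70%; inconclusive = maximum activity change from -70% to -50%; inactive = maximum activity change above -50%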;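 also: thallium influx rate constant from kinetic fluorescence after stimulation buffer; % is scaled to controls: 0 for no effect and ±100 for the full control effect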
#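 Kinetic fluorescence (2 min after stimulation buffer) measures Tl+ influx through KCNH2 3.1 expressed by viral transduction in U2OS cells; the rate constant is normalized against DMSO controls serving as positive and negative references.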
# PKM2 act: qHTS Assay for Activators of Human Muscle isoform 2 Pyruvate Kinase; Pyruvate kinase PKM (Homo sapiens), P14618; purified PKM2, Kinase-Glo ATP luminescence, activation; response scale: 0% is enzyme alone, no compound; Potency, µM (top dose mostly 57.5 µM), for the others: at the highest dose activation, usual class: activators; actives 0.34% (n = 260,000); also: potency is read from the fitted curve at half-maximal effect; % is scaled to controls: 0 for no effect and ±100 for the full control effect; nearly all actives have a fitted effect of over 55% in size
#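 ATP formation by purified human PK-M2, quantified via coupled luciferase luminescence after 1 h at room temperature with 0.1 mM ADP and 0.5 mM PEP final.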
# CXXC DNA block: qHTS Fluorescence Polarization Assay for Inhibitors of MLL CXXC domain - DNA interaction; AID 2662, 2010; Histone-lysine N-methyltransferase 2A (Homo sapiens), Q03164; actives 0.037% (n = 290,000); MLL-CXXC / FITC-HOXA9 DNA fluorescence polarization; Potency, µM (doses to about 115 µM), for the others: top-dose activity change, negative = inhibition, actives largely listed as inhibitors; active = well fitted inhibition curve with a large enough effect in the polarisation, with a control signal flat, not every such curve was filed as active; inconclusive = small, poorly fitted or top-dose-only effect, or effect the other way, or a change in a side signal; inactive = no such curve, though single readings can be large or run the other way; the % refers to the polarisation; also: potency is read from the fitted curve at half-maximal effect
#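 Purified MLL-CXXC (added from a 7 uM solution) was preincubated 5 min at ambient with pinned compounds in 50 mM Tris-HCl pH 7.5, 50 mM NaCl, 1 mM DTT, 0.05% BSA. Fluorescein-labeled HOX-A9 DNA (50 nM solution) followed, 30 min, then polarization read.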
# Giardia killer: Small Molecules that selectively kill Giardia lamblia: qHTS; actives 0.15% (n = 340,000); activity change, % at 7.66 µM, hits read low; Giardia lamblia trophozoite viability; in the data active = activity change below about -80%; inconclusive = between about -30% and that limit;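 also: parasites exposed to compound for two days anaerobically before the ATP read; % is scaled to controls: 0 for no effect and ±100 for the full control effect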
#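 Giardia trophozoites, 100 cells per well, were exposed to compounds for 48 hrs at 37 deg C under anaerobic conditions; viability was then read as ATP content by bioluminescence after 15-30 min at room temperature.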
# Menin MLL FP TR: qHTS Assay for Inhibitors Targeting the Menin-MLL Interaction in MLL Related Leukemias: Competition With Texas Red Labeled MLL-derived Mutant Peptide | O00255 | Menin + Texas Red MLL mutant peptide, fluorescence polarization | Potency, µM (series often up to 61.6 µM), inactives show at the highest dose FP activity change, negative = inhibition, most hits filed as inhibitors | actives 0.23% (n = 270,000); active = well fitted inhibition curve with a large enough effect in the polarisation, with a control signal flat, not every such curve was filed as active; inconclusive = small, poorly fitted or top-dose-only effect, or effect the other way, or a change in a side signal; inactive = no such curve, though single readings can be large or run the other way; the % refers to the polarisation; also: potency is read from the fitted curve at half-maximal effect; % of control where 0% means no effect; many of its hits are not listed in these tables
# Coupling enz: qHTS Assay for Inhibitors of Fructose-1,6-bisphosphate Aldolase from Giardia Lamblia: Coupling assay counterscreen; coupling enzyme system counterscreen, AmpLite Red fluorescence; activity change, negative = inhibition, % at 58.2 µM, hits read low; actives 0.67% (n = 290,000); AID 2472, 2010; in the data active = activity change below about -30%; also: % is scaled to controls: 0 for no effect and ±100 for the full control effect
#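 First, compound is pin-transferred into glyceraldehyde-3-phosphate coupling-enzyme reagent at 57.5 uM final and held 10 min at RT. Next, substrate, coupling system and AmpLite Red are added. After 20 min RT, fluorescence (525/598 nm) is read.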
# hERG WT inh: qHTS for Inhibitors of KCHN2 3.1: Wildtype qHTS; Voltage-gated inwardly rectifying potassium channel KCNH2 (Homo sapiens), Q12809; U2OS, BacMam KCNH2, thallium flux FluxOr; hits give low values; activity change, % at 1.84 µM; actives 0.37% (n = 340,000);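 active = maximum activity change below -70%; inconclusive = maximum activity change between -70% and -50%; inactive = maximum activity change above -50%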; also: % is scaled to controls: 0 for no effect and ±100 for the full control effect
# Target sequence (Q12809 whole entry, looked up): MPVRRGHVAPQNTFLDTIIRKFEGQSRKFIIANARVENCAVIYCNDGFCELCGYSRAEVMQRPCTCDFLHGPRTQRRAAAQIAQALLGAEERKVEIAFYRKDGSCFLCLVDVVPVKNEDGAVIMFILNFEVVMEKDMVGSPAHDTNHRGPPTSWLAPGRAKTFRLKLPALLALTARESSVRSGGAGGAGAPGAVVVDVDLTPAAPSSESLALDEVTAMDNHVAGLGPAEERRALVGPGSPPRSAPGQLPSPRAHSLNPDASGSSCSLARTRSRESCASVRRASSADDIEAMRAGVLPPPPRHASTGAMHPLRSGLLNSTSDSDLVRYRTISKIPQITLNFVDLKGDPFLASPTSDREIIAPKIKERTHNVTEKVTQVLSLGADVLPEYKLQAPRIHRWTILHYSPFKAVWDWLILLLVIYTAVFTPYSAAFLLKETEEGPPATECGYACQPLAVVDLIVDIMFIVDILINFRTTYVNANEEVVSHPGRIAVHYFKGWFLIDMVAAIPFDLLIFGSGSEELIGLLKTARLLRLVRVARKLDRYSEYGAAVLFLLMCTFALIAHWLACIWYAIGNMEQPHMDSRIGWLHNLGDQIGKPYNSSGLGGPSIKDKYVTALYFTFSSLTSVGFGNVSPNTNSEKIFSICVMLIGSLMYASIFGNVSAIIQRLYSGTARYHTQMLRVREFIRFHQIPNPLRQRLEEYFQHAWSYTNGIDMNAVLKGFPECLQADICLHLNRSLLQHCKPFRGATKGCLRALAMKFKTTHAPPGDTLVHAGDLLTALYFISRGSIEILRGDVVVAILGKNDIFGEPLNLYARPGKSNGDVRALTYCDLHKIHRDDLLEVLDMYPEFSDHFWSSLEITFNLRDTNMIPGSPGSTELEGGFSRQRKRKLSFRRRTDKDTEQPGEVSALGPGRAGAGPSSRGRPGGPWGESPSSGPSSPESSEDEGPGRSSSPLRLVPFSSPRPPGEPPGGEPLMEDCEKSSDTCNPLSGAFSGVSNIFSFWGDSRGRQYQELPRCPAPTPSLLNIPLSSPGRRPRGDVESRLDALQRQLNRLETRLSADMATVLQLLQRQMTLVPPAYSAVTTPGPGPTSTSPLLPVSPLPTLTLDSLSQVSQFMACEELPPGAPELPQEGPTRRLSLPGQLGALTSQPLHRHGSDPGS
#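 U2OS cells transduced with wild-type KCNH2 virus are loaded with FluxOr dye for 45 min, and thallium flux is measured in kinetic reads before and after stimulation buffer. Rate constants are normalized to DMSO controls.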
# GALK inh: qHTS Assay for Inhibitors of Human Galactokinase (GALK); P51570; Purified GALK, Kinase-Glo residual ATP luminescence; Potency, µM (highest dose often 57.5 µM), inactives show at the top dose activity change, negative = inhibition, actives largely listed as inhibitors; actives 0.007% (n = 270,000); AID 1868, 2009; also: potency is read from the fitted curve at half-maximal effect; % is scaled to controls: 0 for no effect and ±100 for the full control effect
#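 Galactose (100 uM) and ATP (35 uM) were turned over by 5 nM GALK for 1 h at RT. Kinase-Glo Plus then converted the remaining ATP into a luminescent signal.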
# USP2a block: qHTS Assay for Inhibitors of Ubiquitin-specific Protease USP2a Using CHOP2 as the Reporter; Ubiquitin carboxyl-terminal hydrolase 2 (Homo sapiens), O75604; USP2 core, Ub-CHOP2 coupled fluorogenic reporter, 485/531; Potency, µM (top dose mostly 38.3 µM), for inactives: at the top dose activity change, negative = inhibition, hits mostly inhibitors; actives 0.01% (n = 330,000);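 also: potency is read from the fitted curve at half-maximal effect; plate controls were DMSO wells for no effect and full inhibition by NEM control for full effect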
#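 Deubiquitinase activity read as fluorescence (485/531 nm) after Ub-CHOP2 cleavage activates the enterokinase reporter on its substrate; USP2 core 10nM, Ub-CHOP2 and substrate 25nM each, 30min compound preincubation then 60min RT; data normalized to NEM, curves fitted.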
# An asterisk follows results filed as active; i = inactive; ? = inconclusive; . = no result given. Unless noted, calls follow the shape of the dose curve; as a rule, active = well fitted curve in the direction sought with a large enough effect; inconclusive = small, poorly fitted or top-dose-only effect, or another doubt; inactive = no such curve, though single readings can be large; an effect the other way counts as inactive or inconclusive.
SMILES,TRPV1 ag,B2AR arrestin,KCNH2 3.1 block,PKM2 act,CXXC DNA block,Giardia killer,Menin MLL FP TR,Coupling enz,hERG WT inh,GALK inh,USP2a block
COc1cccc(S(=O)(=O)Nc2cccc(C(=O)N3CCCCCC3)c2)c1,1.9,-0.2%,1.2,-3.8%,-4.7%,-7.1,4.5%,6.0,-5.4,1.4%,0.9%
COc1cccc(NC(=O)CN(C)C(=O)CC2Sc3ccccc3NC2=O)c1 (stereo not given),-2.0,-0.1%,7.8,.,.,29.9,.,.,4.1,.,2.3%
Nc1cc(=O)[nH]c(SCC(=O)N2CCC(Cc3ccccc3)CC2)n1,1.8,0.0%,-11.2,.,.,18.3,.,.,4.2,.,3.5%
O=C1CC(=Nc2ccccc2)NN1c1ccccc1,6.4,-0.5%,3.1,2.5%,-0.8%,-14.2,?,3.6,15.3,4.7%,0.0%
COc1ccc(CCNC(=O)C(C)OC(=O)c2cccs2)cc1OC (stereo not given),0.7,0.3%,-7.3,-1.1%,5.5%,-4.6,-4.0%,1.2,-9.2,-1.4%,1.5%
CCOC(=O)c1c(C)[nH]c(C(=O)OCc2ccccc2F)c1C,-3.4,0.1%,-6.2,-0.1%,7.5%,2.2,-1.2%,-1.1,-4.9,0.3%,-0.7%
COc1ccc(C(=O)COC(=O)CCCn2c(=O)oc3ccccc32)cc1,12.9,0.0%,-9.3,0.0%,1.5%,-13.3,2.1%,-5.3,0.9,-4.1%,-0.3%
COC(=O)C1C(=O)C(C(=O)c2ccc([N+](=O)[O-])cc2)C(=O)CC1(C)C (stereo not given),-4.6,-0.6%,10.6,-1.0%,1.5%,-11.7,-10.9%,-2.6,3.6,4.0%,0.7%
Cc1cc(Nc2cccc(Cl)c2)n2ncnc2n1,-1.5,-0.2%,1.2,-1.2%,-8.1%,-2.7,3.4%,-0.8,0.6,.,6.0%
O=C(COC(=O)c1cccc(O)c1)Nc1ccc(N2CCOCC2)cc1,-2.1,0.3%,1.3,.,.,-3.7,.,.,-21.1,.,-0.4%
CC1CCCN(C(c2ccccc2)c2sc3ncnn3c2O)C1 (stereo not given),-2.4,-0.1%,19.4,-1.9%,-7.6%,?,-11.7%,6.5,1.7,2.1%,3.3%
Clc1ccc(CO/N=C2\CCCc3nonc32)cc1,9.1,-0.3%,-1.1,3.0%,-2.9%,-9.5,15.7%,-1.1,-4.9,-2.8%,4.3%
O=C(C[n+]1ccc(C(=O)N/N=C/c2ccc(OCc3ccccc3)cc2)cc1)c1ccccc1,-2.3,-0.4%,10.1,-15.7%,?,-6.7,2.3%,-1.9,1.7,-1.8%,?
O=C(NCc1ccccc1)c1ccc(NC(=O)c2ccco2)cc1,-3.5,3.2%,-10.1,2.1%,0.5%,9.4,.,.,-5.6,-0.4%,-0.9%
O=C(CSCc1ccc(F)cc1)Nc1ccccc1,?,-0.2%,2.3,0.8%,-1.6%,-7.5,10.9%,-0.4,19.0,0.8%,1.8%
O=C(Cn1c(-c2ccco2)nc2ccccc21)N1CCCCC1,-7.9,-0.6%,-7.6,3.2%,17.7%,18.7,?,-0.1,4.5,0.3%,3.3%
COc1ccccc1NC(=O)c1ccc(NS(=O)(=O)c2c(C)noc2C)cc1,0.8,0.3%,5.3,-3.0%,-0.4%,13.4,23.1%,0.0,15.7,0.7%,0.3%
Cc1ccc2oc(C(=O)N(C)Cc3ccc(C)o3)c(C)c2c1,18.0,-0.4%,-11.8,6.31µM*,-1.6%,-14.0,-9.4%,-3.6,-8.6,0.1%,-0.4%
Cc1ccc2c(CC(=O)Nc3ccc(N4CCN(C)CC4)cc3C)coc2c1,5.6,-0.7%,-82.8*,15.1%,-8.5%,14.3,3.3%,1.6,30.5,1.4%,-1.7%
N#CC1=C(N)C(C#N)(C#N)C(c2cccnc2)C2COCC=C12 (stereo not given),1.8,0.3%,2.1,0.8%,-8.5%,12.4,8.8%,-0.8,1.0,3.5%,4.0%
N#CC1=C(N)SC(N)=C(C#N)C1c1cccc(Oc2ccccc2)c1,-7.3,0.2%,7.9,2.3%,?,0.4,?,-16.3,-10.2,-4.1%,1.6%
O=C(c1cccnc1)N1CCCC(Nc2ccc(F)cc2)C1 (stereo not given),11.3,0.3%,0.3,-0.9%,-5.4%,-11.9,1.5%,0.9,13.2,3.9%,0.0%
CCc1ccc2[nH]c(C)c(CN3CCCCCC3)c(=O)c2c1,0.4,0.3%,-23.3,.,-12.6%,0.8,-0.8%,0.1,3.4,.,0.5%
Cc1cc(C)c(NC(=O)CN(C)CC(=O)Nc2cccc(S(=O)(=O)N(C)c3ccccc3)c2)c(C)c1,.,-1.9%,13.7,.,.,-2.6,.,.,-3.2,.,-2.9%
COc1ccc(/C=C/C(=O)Nc2cccc(S(=O)(=O)N3CCCC3)c2)cc1OC,2.2,0.1%,9.2,0.6%,-6.7%,6.5,?,-4.1,-0.8,7.4%,-7.3%
# Continuation:
SMILES,TRPV1 ag,B2AR arrestin,KCNH2 3.1 block,PKM2 act,CXXC DNA block,Giardia killer,Menin MLL FP TR,Coupling enz,hERG WT inh,GALK inh,USP2a block
CC(=O)c1c(C)nc(-c2ccc(Cl)cc2)nc1NC(=O)C(C)C,0.7,3.1%,1.4,-3.4%,8.1%,8.4,13.9%,1.2,16.6,1.7%,3.4%
CC1=NNC(=O)C1CCC(=O)N/N=C/C(Br)=C/c1ccccc1 (stereo not given),-2.8,-1.1%,-15.5,-9.4%,-1.9%,-1.1,2.0%,0.2,-21.7,-0.2%,3.6%
Cc1c(C(=O)Oc2ccc(-c3cnc4ccccc4n3)cc2)cccc1[N+](=O)[O-],1.2,-0.2%,4.3,-0.9%,?,6.5,?,4.2,4.3,0.6%,-1.1%
O=C(Nc1ccccc1N1CCCCC1)c1cccc(OC(F)F)c1,?,-0.5%,-44.8,.,7.4%,?,.,-0.2,-1.6,-0.4%,1.8%
O=C(NC1CCCCC1)C(c1ccccc1)N1CCC2(CC1)OCCO2 (stereo not given),-3.1,-0.1%,-15.7,-12.3%,-1.6%,0.3,-8.8%,-0.4,1.2,0.0%,0.8%
Cc1ccccc1C(=O)Nc1ccc2nc3n(c(=O)c2c1)CCC3,1.0,0.1%,14.6,-1.3%,-3.5%,15.8,1.9%,-0.3,3.6,2.6%,?
O=C(Nc1nccs1)c1ccc(Cl)c(S(=O)(=O)N2CCCCC2)c1,?,.,1.8,0.7%,7.6%,5.3,?,4.0,-2.7,-1.2%,.
Cc1cc(C(=O)CCC(=O)NCC(=O)Nc2c(C)cccc2C)c(C)s1,.,0.4%,18.1,.,.,15.9,.,.,0.7,.,4.9%
CCc1cc(C(=O)OC)c(NC(=O)CC2SC(=NC)N(C)C2=O)s1 (stereo not given),-1.7,0.0%,10.4,-13.3%,-7.4%,-21.3,13.7%,-0.2,i,0.9%,3.0%
COc1cccc2cc(C(=O)NCc3ccc(Cl)cc3)c(=N)oc12,-8.9,-0.9%,0.4,0.0%,?,20.2,25.4%,-10.9,8.6,8.4%,1.0%
O=S(=O)(NCc1nnc2ccccn12)c1ccc(Cl)cc1,1.6,-0.1%,-1.6,.,.,-12.1,.,.,0.5,.,3.4%
Cc1ccsc1/C=N/NC(=O)c1nnn(-c2nonc2N)c1C,18.8,-1.0%,2.8,0.7%,-5.1%,10.3,?,0.1,-2.2,0.9%,1.1%
CCN(CC)c1ccc(S(=O)(=O)N2CCOCC2)cc1NC(=O)CN1C(=O)NC2(CCCC2)C1=O,-1.6,-0.9%,-0.8,-5.2%,?,-27.9,1.2%,-1.3,-1.5,3.8%,0.8%
O=C(NCCO)C(=O)NCC(c1ccc2c(c1)OCO2)N1CCN(c2ccc(F)cc2)CC1 (stereo not given),5.8,0.0%,2.2,0.7%,0.1%,-0.2,9.4%,2.5,3.9,-2.0%,0.8%

# Only part of the results is shown; count on the stated rates, not on these rows.
